# ALOX12 inh: inhibitors of human 12S-lipoxygenase ALOX12; P18054; purified 12hLO, xylenol orange hydroperoxide absorbance; Potency, µM (top dose mostly 108 µM), for the others: at the highest dose activity change, negative = inhibition, actives largely listed as inhibitors; actives 1.1% (n = 580,000); AID 1671190; active means well fitted inhibition curve with a large enough effect; inconclusive means small, poorly fitted or top-dose-only effect, or another doubt; inactive means no such curve, though single readings can be large or run the other way
# Target sequence (P18054 whole entry, looked up): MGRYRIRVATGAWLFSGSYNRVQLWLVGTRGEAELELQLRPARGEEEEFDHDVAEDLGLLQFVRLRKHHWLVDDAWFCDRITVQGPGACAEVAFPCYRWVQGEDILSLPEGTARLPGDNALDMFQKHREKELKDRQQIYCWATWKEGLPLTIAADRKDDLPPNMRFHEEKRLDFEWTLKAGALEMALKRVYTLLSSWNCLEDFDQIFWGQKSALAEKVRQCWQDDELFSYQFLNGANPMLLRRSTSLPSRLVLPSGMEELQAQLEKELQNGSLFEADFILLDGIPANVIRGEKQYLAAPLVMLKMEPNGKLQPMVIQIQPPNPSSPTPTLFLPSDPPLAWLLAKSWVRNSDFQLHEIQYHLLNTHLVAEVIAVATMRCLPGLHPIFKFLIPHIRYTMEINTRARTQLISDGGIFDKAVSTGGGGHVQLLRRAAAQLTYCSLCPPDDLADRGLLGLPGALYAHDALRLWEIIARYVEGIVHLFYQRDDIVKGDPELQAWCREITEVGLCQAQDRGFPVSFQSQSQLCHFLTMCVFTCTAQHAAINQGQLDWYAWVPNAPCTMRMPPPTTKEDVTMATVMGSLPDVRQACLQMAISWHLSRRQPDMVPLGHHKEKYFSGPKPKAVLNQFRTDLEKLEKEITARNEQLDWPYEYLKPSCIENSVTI
#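 Hydroperoxide product was detected by ferrous iron/xylenol orange as the 573 to 405 nm absorbance ratio. Arachidonic acid at 40 uM (final) was turned over for 30 min at room temperature by 150 nM human 12hLO, pH 7.0 Hepes buffer, after 15 min compound preincubation.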
# The depositor's hits bear a star; u = inconclusive; [ ] = another dose, or the depositor's remark. On the % scale 0 is the no-effect control and ±100 the full control effect; potency means the concentration at half of the fitted maximal effect. An excerpt (hit frequency here may not be typical).
SMILES,ALOX12 inh
COc1ccc2c(=O)cc(-c3ccccc3)oc2c1,-40%
O=C(Cc1c[nH]c2ncc(-c3cccnc3)cc12)Nc1ccc(C(F)(F)F)cc1,-12%[176 µM]
COc1cc(F)ccc1-c1cc(C(=O)NCc2c(C)cc(C)[nH]c2=O)c2c(c1)ncn2C,21%[176 µM]
N#CCCn1cc(C(=O)Nc2ccc(Cl)cc2)c(-c2cccs2)n1,-11%
Cc1ccc(S(=O)(=O)NCC(CCC(=O)O)C(F)(F)F)cc1 (stereo not drawn),-10%
COc1ccccc1Nc1ncc2c(n1)CN(C(=O)Cc1cccc(F)c1)CCN2,u
COc1ccc(Cl)cc1-c1noc([C@@H]2O[C@H](CO)[C@@H](O)[C@H]2O)n1,-17%
Cc1cccc(C)c1-n1nnnc1C1(C)CCC(=O)N1CC(F)(F)F (stereo not drawn),-15%
CCC(=O)Nc1ccc(-c2nc3ccc(C)cc3o2)cc1,u
CCCCOCCCNC(=O)C[C@@H]1C[C@@]2(C(=O)OCC)CCC=C2N(Cc2ccco2)C1=O,71%[activator]
O=C(NC1CCCc2ccccc21)c1ccc2ccccc2n1 (stereo not drawn),u
O=C(CSc1nnc(-c2ccncc2)n1C1CC1)c1cccs1,-2%
CCN1CCN(C(=O)c2ccc3[nH]c(C)c(C)c3c2)CC1,u
Cc1noc([C@@H]2CN(C(=O)c3ccncn3)C[C@H]2C(N)=O)n1,51%[activator]
O=C1CCN(Cc2ccncc2)CCCC(C(=O)NCc2cccnc2)CCN1 (stereo not drawn),56%[activator]
CC(c1cccs1)N(C)C(=O)Cc1cccc(Cl)c1 (stereo not drawn),10%[176 µM]
Cc1ccc(N2CCC3CC2c2cc(-c4ccc(C(F)(F)F)cc4)ccc23)cc1 (stereo not drawn),0%
Cc1ccc(-c2nc3cnccn3c2NCCC(=O)O)cc1,8%
O=C(C[C@@H]1CCNC[C@@H]1Cc1cc(COc2ccccc2)on1)N1CCC(n2c(=O)[nH]c3ccccc32)CC1,10%
COc1ccccc1CN1CCNc2cc(Nc3ccccc3)ncc2C1,u
Cc1noc(C)c1S(=O)(=O)NC(=O)C1(C)CCN1C(=O)C1(c2ccc(Cl)cc2)CCC1 (stereo not drawn),u
CC(C)NC(=O)C1CCc2nnc(CNC(=O)c3ccccc3)n21 (stereo not drawn),0%[6.33 µM]
Oc1cccc(-c2cc(-c3cccnc3)c3cncn3c2)c1,u
CC(C)Nc1nc(NCCOc2ccccc2)c2sccc2n1,-14%
N#Cc1ccc(CN2CCN(c3oc(C4CC4)nc3C#N)CC2)cc1,5%
CCc1ccccc1NC(=O)CN1C(=O)NC2(CCCCC2)C1=O,u
CCc1c(C)sc(NC(=O)Cc2ccccc2C)c1C#N,-22%
COc1cccc(-c2ccccc2NC(=O)C2CCN(Cc3cc(OC)ccc3O)CC2)c1,u
CC1=C[C@@H](CNC(=O)CC2(CC(=O)O)CCCC2)[C@H](C(C)C)C[C@H]1Cc1nc2ccccc2n1C,u
Cc1ccc2oc(-c3ccc(NC(=O)c4cc([N+](=O)[O-])ccc4N4CCOCC4)cc3)nc2c1,-12%

# 2 entries from above, set out differently:
SMILES	ALOX12 inh
Cc1noc(C)c1S(=O)(=O)NC(=O)C1(C)CCN1C(=O)C1(c2ccc(Cl)cc2)CCC1 (stereo not drawn)	u
CC1=C[C@@H](CNC(=O)CC2(CC(=O)O)CCCC2)[C@H](C(C)C)C[C@H]1Cc1nc2ccccc2n1C	u

# The results go on.
SMILES,ALOX12 inh
CC(C)N1Cc2cc(C(=O)Nc3cccc4c3CCCC4)sc2C1,60%
O=C(Nc1nnc([C@@H]2C[C@H](O)[C@@H](CO)O2)s1)Nc1cccc2c1CCCC2,1%
CCCCN1CCN(C(=O)c2cc(Cl)c(C)c(Cl)c2)CC1=O,6%
CNc1nccnc1-c1ccccc1S(=O)(=O)NC(C)(C)C,-2%
O=C(NC1CCCC1)C1Cn2cccc2C(=O)N1Cc1cccnc1 (stereo not drawn),18%
CCN(Cc1cccs1)C(=O)CCl,11%
CCCCCCN1CCN(C2CN(Cc3cn(Cc4cc(C)cc(C)c4)nn3)S(=O)(=O)C2)CC1 (stereo not drawn),0%
N#C/C(=C\c1cn(CC(=O)NCc2ccco2)c2ccccc12)C(=O)NC1CCCCC1,-53%
COc1ccc(C(=O)N2CCCCCNC(=O)[C@@H]3CCCC[C@@H]32)c(OC)n1,27%
CN1OC[C@@H]2C(=O)N3CCc4c([nH]c5ccccc45)[C@@H]3C[C@@H]21,-29%
O=C(c1ccc(C(F)(F)F)cc1)N1CCC2(CC1)C(=NC1CCCCC1)NC(=O)N2c1cccnc1,14%[6.33 µM]
CN1CCC(N[C@H]2C[C@@H](Cc3cc(-c4ccc(F)cc4)on3)C2(C)C)CC1,u
Cc1ncc(-c2ccc(C)c(S(=O)(=O)Nc3ccc(Cl)cc3)c2)o1,u
O=C(NCc1cccnc1)c1cnn(-c2nccc(-c3cccs3)n2)c1C1CC1,1%
Cc1cc(C)c2c(CC(=O)N3C[C@@H]4CCN(C)C[C@]4(C(=O)O)C3)coc2c1,10%
Nc1c(Cl)cc(C23CC4CC(CC(C4)C2)C3)cc1Cl,5%
Cc1ccc(S(=O)(=O)N(Cc2nc3nc(C)cc(C)n3n2)c2cccc(C)c2)cc1,-37%
C#CCN(C[C@H]1[C@H](OC(=O)NCCCCCC)[C@H](OC(=O)NCCCCCC)C[C@H]2C(=O)N(c3ccccc3)C(=O)[C@@H]12)S(=O)(=O)c1ccc(C)cc1,u
Cc1ccc(CN2CC[C@@H]3[C@H]2C(=O)NC[C@H](CCC(=O)NCc2ccco2)N3C)cc1,45%[activator][176 µM]
CCOC(=O)CSc1n[nH]c2nc3c(c(=O)n12)C1(CCCC1)Cc1ccccc1-3,-20%
COc1ccccc1CNC(=O)CCC1CCCN(S(=O)(=O)c2ccccc2F)C1 (stereo not drawn),59%[activator]
Nc1nc(Cl)nc(Nc2ccc(F)cc2)c1[N+](=O)[O-],u
O=C(Nc1ccccc1)c1nc2c(o1)CCN(Cc1ccc(O)cc1)CC2,60%[activator][176 µM]
COc1ccccc1Oc1ncccc1CNC(=O)c1ccc(CO)o1,8%
Cc1cccc(-c2cc(C3CCN(S(=O)(=O)c4ccc(C#N)cc4)CC3)[nH]n2)c1,1%
O=C(COc1ccc2ccccc2c1)Nc1nc2n(n1)C(c1ccccc1)CC(=O)N2 (stereo not drawn),32%
CCCN(C)c1nccnc1OC1CCN(C(=O)C(C)C)C1 (stereo not drawn),53%[activator]
N#Cc1ccccc1OCc1ccc(-c2ccccc2C#N)cc1,-22%
CCCCOCCCNC(=O)C[C@H]1C[C@@]2(C(=O)OC)C(=C[C@H](C(C)(C)C)O[C@@H]2C)N(Cc2ccccc2)C1=O,1%
O=C(CCC[C@H]1NC[C@@H]2C[C@H]1CN(Cc1ccccc1)C2)NC1CCN(Cc2ccccc2)CC1,27%
[C-]#[N+][C@]12C(=O)[C@H](C=C(Cl)[C@@]1(C)C=C)C(C)(C)[C@H]1C(=O)N(C)c3cccc2c31,u
COc1cccc(NC(=O)c2cc3c(N4CCSCC4)nc(C)cn3n2)c1,54%[activator]
CC(=O)NCC(=O)N1Cc2ccccc2CC2(CCN(CC3CCOCC3)CC2)C1,-14%[6.33 µM]
Fc1ccccc1CSc1nnc([C@@H]2CCCN2)o1,16%
Cc1noc(C)c1[S+](=O)([O-])N1CCc2nc(C(C)C)nc(-c3ccc(O)cc3)c2C1,-2%
CCc1ccc(-n2nnc(C(=O)Nc3nccs3)c2C)cc1,35%
Cc1cccc(C)c1NC(=O)CN1CCN(C(=O)CNC(=O)c2ccc(-c3ccccc3)cc2)CC1,-11%
Fc1ccccc1-c1noc(-c2nc(-c3ccncc3)no2)n1,-8%
CN(CC1(C)CCOCC1)C(=O)c1ccc2c(c1)OCO2,-8%
COCCN1C(=O)c2cccn2CC1CNC(=O)c1cccc(OC)c1 (stereo not drawn),37%
O=C(Nc1ccccc1Br)N1CCC2(CC1)SCC(=O)N2Cc1ccco1,4%
Cc1cc(C(=O)N2CCCC(c3nc(C4CCOCC4)no3)C2)n(C)n1 (stereo not drawn),9%
COCc1noc([C@@H]2CN(C3CCN(CC(C)C)CC3)C[C@H]2CO)n1,43%[activator]
O=S(Cc1ccc(Cl)cc1)Cc1cccc(F)c1 (stereo not drawn),u
COc1ccc(-c2nc3cc(F)ccc3cc2CN(C(=O)c2cccc(OC)c2)C2CC2)cc1,12%
COC(=O)[C@H](Cc1ccc(OC)cc1)NC(=O)[C@@H]1CN(C(=O)NC(C)C)CCN1C(=O)c1cccs1,34%[activator]
COc1ccc(Cl)cc1Nc1nc(N)nc(CN2CCN(Cc3ccc4c(c3)OCO4)CC2)n1,-23%
O=C(OCc1coc(-c2ccccc2)n1)C1=NN(C2CCS(=O)(=O)C2)C(=O)CC1 (stereo not drawn),-6%
COc1ccc(CNc2ncnc3c2CN(c2ccc(OC)cc2)C(=O)CN3C)cc1,-2%
O=C(c1ccccc1)N1CCCN(c2nc3ncccc3o2)CC1,26%[176 µM]
# (more compounds)
SMILES,ALOX12 inh
CCNC(=O)[C@@H]1C[C@H](NC(=O)c2ccn(CC)n2)CN1Cc1nc(C)no1,-5%
CC[C@H]1CN(C(=O)c2ccnc(Cl)c2)CC[C@H]1CC(=O)Nc1ccccc1,6%[176 µM]
c1coc(-c2cc3nc(NCc4ccc5c(c4)OCO5)ccn3n2)c1,32µM*
CCCc1cc(C(=O)NNC(=S)NC)cs1,14%
Cc1[nH]c2ccccc2c1C(=O)COc1cccc2ccccc12,40%[activator]
O=S(=O)(c1ccc(F)cc1)N1CCOC[C@H](Oc2ccc(C(F)(F)F)cn2)C1,20%[176 µM]
COCc1cc(N2CCNC[C@H]2C)ccc1N1CCN(Cc2ccccc2)[C@H](C)C1,u
CC(C)n1nnnc1C1c2ccccc2C(=O)N1CCCN1CCOCC1 (stereo not drawn),-8%
C[C@H](O)[C@@H]1C(=O)N2CCc3c([nH]c4c(-c5ccccc5)cccc34)[C@@H]2C[C@@H]1N(C)C(=S)Nc1ccc(C#N)cc1,-2%
CCCOc1c(Cl)cc(C(=O)Nc2nnc(CC)s2)cc1OC,57%[activator]

# ALOX12 inh: hit marks shown above.
SMILES,ALOX12 inh
c1coc(-c2cc3nc(NCc4ccc5c(c4)OCO5)ccn3n2)c1,32µM*

# More entries
SMILES,ALOX12 inh
Cc1ccc2nc3n(c2c1)[C@@H](CNC(=O)COc1ccccc1)COC3,36%[activator][176 µM]
CCOC(=O)CC1c2nc3ccccc3cc2CN1C(=O)OCC (stereo not drawn),9%
CC(C1CC1)N(Cc1ccccc1)S(=O)(=O)c1ccc(Br)cc1 (stereo not drawn),u
CC(C)NC[C@H]1O[C@@H]2C[C@@H](CC(=O)NC(C)C)O[C@@H]2[C@@H]1O,-18%[176 µM]
CC(=O)COc1ccc2c(C)c(CC(C)C)c(=O)oc2c1,9%
CCCCC(=O)N(C)c1c(C)nc2ccc(C(=O)NCCOc3ccc(OC)cc3)cn12,-19%
COc1ccc(CNC(=O)CSc2nc(C3CC3)nc3ccccc23)cc1,u

# Among those listed so far, these have a Cl atom:
SMILES,ALOX12 inh
N#CCCn1cc(C(=O)Nc2ccc(Cl)cc2)c(-c2cccs2)n1,-11%
COc1ccc(Cl)cc1-c1noc([C@@H]2O[C@H](CO)[C@@H](O)[C@H]2O)n1,-17%
CC(c1cccs1)N(C)C(=O)Cc1cccc(Cl)c1 (stereo not drawn),10%[176 µM]
Cc1noc(C)c1S(=O)(=O)NC(=O)C1(C)CCN1C(=O)C1(c2ccc(Cl)cc2)CCC1 (stereo not drawn),u
CCCCN1CCN(C(=O)c2cc(Cl)c(C)c(Cl)c2)CC1=O,6%
CCN(Cc1cccs1)C(=O)CCl,11%
Cc1ncc(-c2ccc(C)c(S(=O)(=O)Nc3ccc(Cl)cc3)c2)o1,u
Nc1c(Cl)cc(C23CC4CC(CC(C4)C2)C3)cc1Cl,5%
Nc1nc(Cl)nc(Nc2ccc(F)cc2)c1[N+](=O)[O-],u
[C-]#[N+][C@]12C(=O)[C@H](C=C(Cl)[C@@]1(C)C=C)C(C)(C)[C@H]1C(=O)N(C)c3cccc2c31,u
O=S(Cc1ccc(Cl)cc1)Cc1cccc(F)c1 (stereo not drawn),u
COc1ccc(Cl)cc1Nc1nc(N)nc(CN2CCN(Cc3ccc4c(c3)OCO4)CC2)n1,-23%
CC[C@H]1CN(C(=O)c2ccnc(Cl)c2)CC[C@H]1CC(=O)Nc1ccccc1,6%[176 µM]
CCCOc1c(Cl)cc(C(=O)Nc2nnc(CC)s2)cc1OC,57%[activator]
